# High-throughput results deposited in PubChem BioAssay by National Center for Advancing Translational Sciences (NCATS).
# TDP1 inh: qHTS Assay for Inhibitors of Tyrosyl-DNA Phosphodiesterase (TDP1). Tyrosyl-DNA phosphodiesterase 1 (Homo sapiens), Q9NUW8. AID 485290, 2010. recombinant TDP1, AlphaScreen DNA substrate cleavage. 350,000 tested, 0.28% active. Potency, µM (doses to about 130 µM), inactives show at the top dose activity change, negative = inhibition, hits mostly inhibitors; note: nearly all actives have a fitted effect of over 40% in size
# Target sequence (Q9NUW8 whole entry, looked up): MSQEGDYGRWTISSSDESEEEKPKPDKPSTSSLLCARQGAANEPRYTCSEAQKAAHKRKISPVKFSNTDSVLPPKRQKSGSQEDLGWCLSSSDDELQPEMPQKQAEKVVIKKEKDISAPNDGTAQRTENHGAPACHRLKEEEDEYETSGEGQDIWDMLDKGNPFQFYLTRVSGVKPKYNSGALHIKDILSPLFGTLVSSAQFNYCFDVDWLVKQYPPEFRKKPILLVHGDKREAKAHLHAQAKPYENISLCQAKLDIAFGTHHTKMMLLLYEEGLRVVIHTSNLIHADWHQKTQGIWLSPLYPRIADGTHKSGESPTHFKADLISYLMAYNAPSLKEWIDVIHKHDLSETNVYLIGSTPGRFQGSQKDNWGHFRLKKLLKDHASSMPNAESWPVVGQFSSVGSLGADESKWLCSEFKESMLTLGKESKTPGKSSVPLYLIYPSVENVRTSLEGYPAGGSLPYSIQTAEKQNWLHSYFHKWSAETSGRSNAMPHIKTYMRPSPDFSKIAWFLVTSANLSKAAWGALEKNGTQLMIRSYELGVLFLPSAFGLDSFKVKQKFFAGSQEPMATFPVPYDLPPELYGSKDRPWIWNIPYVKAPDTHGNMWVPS
#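 Signal: AlphaScreen proximity between streptavidin donor and anti-FITC acceptor beads on intact substrate. Reaction: Tdp1 1 nM, substrate 15 nM final, 5 min RT after 15 min compound preincubation.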
# TDP1 cell noCPT: qHTS for Inhibitors of human tyrosyl-DNA phosphodiesterase 1 (TDP1): qHTS in cells in absence of CPT | DT40 Tdp1-/- hTDP1 cells, no CPT, ATP luminescence, 48 h | Potency, µM (series often up to 46.2 µM), for inactives: at the top dose activity change, negative = growth inhibition, usual class: inhibitors | 420,000 tested, 15% active | AID 686978, 2013; note: nearly all actives have a fitted effect of over 55% in size
#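 DT40 Tdp1-/-;hTDP1 cells, no CPT (DMSO vehicle only), 400 cells/well; compounds pin-transferred; ≥48 hr, 37 °C; CellTiter-Glo 30 min RT dark, luminescence read.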
# TDP1 cell CPT: qHTS for Inhibitors of human tyrosyl-DNA phosphodiesterase 1 (TDP1): qHTS in cells in presence of CPT; chicken DT40 Tdp1-/-;hTDP1 cells + 20 nM CPT, ATP luminescence, 48 h; Potency, µM (highest dose often 46.2 µM), for the others: at the top dose activity change, negative = growth inhibition, hits mostly inhibitors; 420,000 tested, 12% active; AID 686979, 2013; note: nearly all actives have a fitted effect of over 55% in size
#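 Chicken DT40 Tdp1-/- cells stably complemented with human TDP1 were seeded at 400 cells/well in medium containing 20 nM camptothecin, exposed to pin-transferred compounds, and grown at 37 °C for at least 48 hr. Viability was read as ATP luminescence.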
# Starred values were filed as active, the others as inactive; ? = inconclusive; . = no result given; & = joins results of further samples; [ ] = another dose, or the depositor's remark. Calls come from the whole dose curve; as a rule, active = well fitted curve in the direction sought with a large enough effect; inconclusive = small, poorly fitted or top-dose-only effect, or another doubt; inactive = no such curve, though single readings can be large; an effect the other way counts as inactive or inconclusive. % is set by controls: 0 for no effect and ±100 for the full control effect; potency is the fitted concentration of half-maximal effect. Compounds as they come, and some 18% of all compounds hit somewhere here.
SMILES,TDP1 inh,TDP1 cell noCPT,TDP1 cell CPT
CC(C)COc1ccc(C(=O)OCCN2CCCCC2)cc1,.,-20%,-2%
COC(=O)COc1ccc2c(c1C)O/C(=C\c1ccco1)C2=O,.,-28%,-7%
COc1ccc(Cl)cc1NC(=O)c1c(NCc2cccs2)sc2c1CCC(C)C2 (stereo not given),6%,13µM*,?
CC(=O)NCCNc1nc2c(-c3ccc(C)cc3)nnn2c2ccccc12,4%,-18%,-5%
O=C(COc1ccc(F)cc1)Nc1nnc(S(=O)(=O)N2CCCC2)s1,0%,-10%&-11%,-1%&-3%
Cc1nn(-c2ccc(F)cc2)c(Cl)c1/C=C1\C(=O)Nc2ccccc21,-3%,8.2µM*,6.5µM*
CCC(=O)c1ccccc1OCCSc1nc(C)cc(=O)[nH]1,0%,1%,0%
Cc1cc(C)c(S(=O)(=O)N2CCCCC2CCNC(=O)C(=O)NC2CC2)c(C)c1 (stereo not given),.,-26%,-13%
COc1ccc(C(=O)O)cc1S(=O)(=O)N(C)C,2%,-10%,14%
Cc1ccc(CNC(=O)c2ccc(CSCc3ccccc3C)o2)cc1,-3%,?,?
Cc1nn(C(=O)/C(C#N)=C/N(C)C)c(C)c1C,2%,-9%,-1%
C[n+]1cccc(Br)c1,.,-18%,4%
Cc1sc(N/N=C/c2cccnc2)nc1-c1ccccc1,-2%,?,-24%
COc1ccnc(-n2cccc2/C=N/O)c1C#N,0%,-16%,0%
COc1ccccc1-n1c(SCC(=O)NC2CC2)nc2ccccc2c1=O,2%,5%,?
Cc1ccc(OCCCCn2nnc3sc4c(c3c2=O)CCC(C)C4)cc1 (stereo not given),-7%,-9%,-14%
O=C(C[n+]1cccc2cccc(O)c21)c1ccc2ccccc2c1,.,?,?
O=C(CCC(=O)Nc1ccccc1Cl)N/N=C/c1ccccc1,3%,-18%,-19%
COc1cc(NC(=O)c2cc(S(=O)(=O)N3CCCCC3)ccc2N2CCOCC2)cc(OC)c1,0%,21µM*,21µM*
O=C(CNC(=O)c1ccc(Cl)c([N+](=O)[O-])c1)NCC1CCCO1 (stereo not given),.,-29%,?
Cc1ccc(OCCCCN(C)Cc2ccccc2)c(Br)c1,-1%,18µM*,23µM*
Cc1ccc(C(=O)CCC(=O)Nc2ccccc2C)cc1C,.,25%,-6%
Nc1nonc1NC(=O)NN=C1CCCCC1,-4%,-6%,1%
COCCNc1nnc(SCC(=O)NNC(=O)c2ccco2)s1,-1%,6%,0%
O=C1N[C@@H](c2ccccc2)COC(=O)[C@@H](Cc2ccc(F)cc2)CC/C=C/C[C@H]1CC(=O)N(CCO)Cc1ccccc1,1%,9.2µM*,12µM*
# (listing goes on)
SMILES,TDP1 inh,TDP1 cell noCPT,TDP1 cell CPT
Cc1ccc(N=Cc2c(O)c3ccccc3oc2=O)cc1F,3%,16%,5%
CC(C)Oc1ccc(/C=N/NC(=O)c2ccc(N(Cc3ccccc3)S(C)(=O)=O)cc2)cc1,8%,?,?
CN(C)CCCNc1c2ccccc2nc2ccccc12,.,2.6µM*,2.9µM*
Cc1ccc(NC(=O)c2ccc(=O)n(CC(=O)Nc3ccccc3)n2)cc1,-1%&4%,23%&-2%,-13%&10%
COC(=O)c1[nH]c2ccc(Cl)cc2c1NC(=O)c1ccccc1[N+](=O)[O-],5%,-5%,1%
CC(C)(C)OC(=O)N/N=C\c1ccc(OC(=O)c2ccco2)cc1,2%,?,?
COc1cc(OC)cc(C2=Cc3ccccc3C(CC(C)=O)N2c2ccc(C#CC3(N)CCCCC3)cc2)c1 (stereo not given),.,?,?
C/C(=N\NC(=O)COc1ccccc1[N+](=O)[O-])c1cccs1,5%,?,-23%
CSc1ccc(C(O)c2ncc(-c3ccc(F)cc3)[nH]2)cc1 (stereo not given),.,15µM*,29µM*
CC(C)Cn1c(CN2CCCCC2C)nc2c1c(=O)n(C)c(=O)n2C (stereo not given),3%,?,?
Cn1c(CNC(=O)CCNC(=O)c2ccccc2F)cc(=O)n(C)c1=O,2%,18%,4%
CCc1ccc(N2CCN(CCNC(=O)Nc3ccccc3)CC2)cc1,.,4%,-24%
COc1ccc(OCC(=O)Nc2cccc(C(=O)Nc3ccccc3C(=O)O)c2)cc1,-3%,?,?
COc1ccc(CC(=O)Nc2cc(F)ccc2F)cc1S(=O)(=O)N1CCOCC1,.,?,-15%
COc1ccc(C2=NS(=O)(=O)N(C)C(C(=O)NCc3cccs3)=C2)cc1OC,.,?,15µM*
COc1ccc(NC(=O)c2cc(C)nc3ccccc23)cc1S(=O)(=O)Nc1ccccc1Cl,3%,?,-14%
CCN(CC)c1ccc(C2C(C(=O)Nc3ccccc3C)=C(C)Nc3ncnn32)cc1 (stereo not given),9%,-24%,0%
CCCNC(=O)COC(=O)c1ccc(S(=O)(=O)N2CCCCCC2)cc1,-1%,-25%,1%
COc1ccc(NC(=O)c2cnc(SC)nc2C)c(OC)c1,.,-32%,-18%
COc1ccc(NC(=O)c2cnc(NS(=O)(=O)c3ccccc3)nc2)cc1,.,-14%,1%
Cc1nc2c(-c3ccc(F)cc3)c(C)nn2c(C)c1CCC(=O)N1CCN(c2ccc(F)cc2)CC1,6%&8%,18µM*,18µM*
CCCNC(=O)Cn1nc(C(F)(F)F)c2c1CCC2,.,14%,2%
Cc1cc([N+](=O)[O-])nn1Cc1noc(C(=O)NCCc2ccccn2)n1,5%,13%,-3%
COc1ccc(S(=O)(=O)Nc2cccc3c2O[C@H](CN(C)S(=O)(=O)c2cn(C)cn2)[C@@H](C)CN([C@H](C)CO)C3=O)cc1,0%,-10%,12%
COCc1ccc(C(=O)N2CCCC(CNC(=O)c3ccc(F)cc3)C2)o1 (stereo not given),3%,-2%,13%

# Reformatted as labelled records: part of the list above.
COC(=O)c1[nH]c2ccc(Cl)cc2c1NC(=O)c1ccccc1[N+](=O)[O-]
  TDP1 inh: 5%	TDP1 cell noCPT: -5%	TDP1 cell CPT: 1%

Cc1ccc(NC(=O)c2ccc(=O)n(CC(=O)Nc3ccccc3)n2)cc1
  TDP1 inh: -1%&4%	TDP1 cell noCPT: 23%&-2%	TDP1 cell CPT: -13%&10%

# Next structures.
SMILES,TDP1 inh,TDP1 cell noCPT,TDP1 cell CPT
COc1ccc(C)cc1NC(=O)CSc1nnc2ccc(-c3ccccn3)nn12,1%,?,-27%
Cc1cc(Cl)ccc1NC(=O)Nc1c(C)n(-c2ccccc2)c(=O)n1C,-3%,-9%,-22%
COc1ccc2[nH]cc(CCNc3nc(-c4ccoc4)nc4ccccc34)c2c1,14%[56.1 µM],?,?
O=C(COC(=O)c1ccc(CN2CCCC2=O)cc1)Nc1ccc(F)cc1,0%,6%,-8%
CC[C@@H]1C=C(C(=O)O)[C@H](c2cccc(C)c2)N1S(=O)(=O)c1ccc(C)cc1,0%,16%,-2%
O=C(Nc1nn(Cc2ccc(Cl)cc2)cc1Br)c1ccc(COc2ccccc2Cl)o1,3%,26µM*,26µM*
N/C(=N\OC(=O)C12CC3CC(CC(C3)C1)C2)c1ccccn1,0%,-5%,14%
CCCCNC(=O)c1onc(CSc2cccc(F)c2)c1C(=O)O,5%,-10%,-20%
Cn1nc(C(=O)NC2CCCC2)c2ccccc2c1=O,-1%[56.1 µM],-10%,-9%
CCOc1ccc(S(=O)(=O)NCCCN2CCCC2=O)cc1,0%,-7%,7%
Cc1nc2cc(-c3cccc(F)c3)nn2c(N2CCN(C(=O)c3ccco3)CC2)c1C,-6%,15µM*,15µM*
OC(COCc1ccc(Cl)cc1)CN1CCc2ccccc2C1 (stereo not given),-3%,?,-17%
COc1ccc(-c2noc(CNS(=O)(=O)c3ccc(Br)cc3)n2)cc1OC,2%,?,?
O=C(Cc1nn[nH]n1)Nc1cc(Cl)cc(Cl)c1,.,-25%,2%
CN(CCC#N)C(=O)COC(=O)c1c2c(nc3ccccc13)/C(=C/c1ccco1)CC2,.,?,?
CCO/C=C/C(=O)N(C)CCC#N,0%,4%,14%
CCC(C(=O)NCc1ccccn1)n1c2ccccc2c2nc(=O)cc(C)n21 (stereo not given),0%,2%,?
COc1ccc(N(CC(=O)NCc2ccccc2Cl)S(=O)(=O)c2c(C)noc2C)cc1,1%,-25%,-10%
CCOc1cc(C2C(C(=O)OC)=C(C)NC3=C2C(=O)c2ccccc23)c(Br)cc1OC (stereo not given),.,?,-30%
O=C(O)CCN1C(=O)c2ccc(NC(=O)c3ccco3)cc2C1=O,-2%,4%,6%
Cc1ccc2cc(C)c(N3CCN(c4ccccn4)CC3)nc2c1,-12%,?,18µM*
O=C(CSc1nc2ccccc2c(=O)n1NC(=O)Cc1ccccc1)NCc1ccccc1,-4%,4%,10%
O=C(O)CCc1nn2c3ccccc3nc2n(Cc2ccccc2)c1=O,0%,-6%,-12%
C(=C\c1ccccc1)/C=N/N1CCN(c2ccccn2)CC1,4%,-23%,?
O=C(/C=C/c1ccc(OC(F)F)cc1)OCC(=O)N1CCN(C(=O)c2ccco2)CC1,-3%,?,?
COc1cc(NC2c3ccccc3C(=O)N2c2cc(C)ccn2)cc(OC)c1OC (stereo not given),5%,4%,-5%
CCOc1ccc(C(=O)NCC(=O)OCC(=O)Nc2ccccc2OCC)cc1,-1%,0%,8%
O=C(COC(=O)C1CCN(c2ccc(C(F)(F)F)cn2)CC1)NCc1cccc(Cl)c1,-11%,-4%,-5%
NC(=O)c1nsc(C(=O)N(c2ccccc2)C(C(=O)NCc2ccc(F)cc2)c2ccco2)c1N (stereo not given),-1%,?,?

# Among those listed so far, these have fluorine.
SMILES,TDP1 inh,TDP1 cell noCPT,TDP1 cell CPT
O=C(COc1ccc(F)cc1)Nc1nnc(S(=O)(=O)N2CCCC2)s1,0%,-10%&-11%,-1%&-3%
Cc1nn(-c2ccc(F)cc2)c(Cl)c1/C=C1\C(=O)Nc2ccccc21,-3%,8.2µM*,6.5µM*
O=C1N[C@@H](c2ccccc2)COC(=O)[C@@H](Cc2ccc(F)cc2)CC/C=C/C[C@H]1CC(=O)N(CCO)Cc1ccccc1,1%,9.2µM*,12µM*
Cc1ccc(N=Cc2c(O)c3ccccc3oc2=O)cc1F,3%,16%,5%
CSc1ccc(C(O)c2ncc(-c3ccc(F)cc3)[nH]2)cc1 (stereo not given),.,15µM*,29µM*
Cn1c(CNC(=O)CCNC(=O)c2ccccc2F)cc(=O)n(C)c1=O,2%,18%,4%
COc1ccc(CC(=O)Nc2cc(F)ccc2F)cc1S(=O)(=O)N1CCOCC1,.,?,-15%
Cc1nc2c(-c3ccc(F)cc3)c(C)nn2c(C)c1CCC(=O)N1CCN(c2ccc(F)cc2)CC1,6%&8%,18µM*,18µM*
CCCNC(=O)Cn1nc(C(F)(F)F)c2c1CCC2,.,14%,2%
COCc1ccc(C(=O)N2CCCC(CNC(=O)c3ccc(F)cc3)C2)o1 (stereo not given),3%,-2%,13%
O=C(COC(=O)c1ccc(CN2CCCC2=O)cc1)Nc1ccc(F)cc1,0%,6%,-8%
CCCCNC(=O)c1onc(CSc2cccc(F)c2)c1C(=O)O,5%,-10%,-20%
Cc1nc2cc(-c3cccc(F)c3)nn2c(N2CCN(C(=O)c3ccco3)CC2)c1C,-6%,15µM*,15µM*
O=C(/C=C/c1ccc(OC(F)F)cc1)OCC(=O)N1CCN(C(=O)c2ccco2)CC1,-3%,?,?
O=C(COC(=O)C1CCN(c2ccc(C(F)(F)F)cn2)CC1)NCc1cccc(Cl)c1,-11%,-4%,-5%
NC(=O)c1nsc(C(=O)N(c2ccccc2)C(C(=O)NCc2ccc(F)cc2)c2ccco2)c1N (stereo not given),-1%,?,?
